# Eya2 inh: Eya2 (human) phosphatase inhibition | recombinant Eya2, OMFP fluorescence dephosphorylation (OMFP is methylfluorescein phosphate) | Potency, µM (series often up to 76.9 µM), inactives show at the highest dose activity, negative = inhibition, actives largely listed as inhibitors | 330,000 tested, 0.006% active; also: potency is read from the fitted curve at half-maximal effect; % is scaled to controls: 0 for no effect and ±100 for the full control effect
#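 Eya2 protein (added as 0.2 uM solution) was preincubated with compound for 10 min at ambient temperature in 50 mM HEPES pH 7.5, 50 mM NaCl, 5 uM MgCl2, 0.05% BSA, 1 mM DTT. OMFP (added at 50 uM) then reacted 10 min; fluorescence read at 485/525 nm.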
# Mito fusion act: blocks mitochondrial division or promotes mitochondrial fusion; Potency, µM (highest dose often 46.1 µM), without a hit: at the top dose growth rescue (activation), most hits filed as activators; S. cerevisiae fusion-defective mutant growth rescue, CellTiterGlo 48 h; 320,000 tested, 0.23% active;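 also: potency is read from the fitted curve at half-maximal effect; % of control where 0% means no effect; nearly all actives have a fitted effect of over 45% in size; temperature-sensitive fusion mutants such as fzo1-1 at 37 °C on non-fermentable ethanol glycerol medium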
#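 Luminescent cell viability in 1536-well qHTS format served as the measure of rescued growth in ts fusion-mutant S. cerevisiae cultured on non-fermentable YPEG for 48 hours at 37C.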
# USP2a block: blocks human ubiquitin-specific protease USP2a; O75604; USP2 core, Ub-CHOP2 coupled fluorogenic reporter, 485/531; Potency, µM (top dose mostly 38.3 µM), inactives show at the top dose activity change, negative = inhibition, hits mostly inhibitors; 330,000 tested, 0.01% active; AID 463254;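 also: potency is read from the fitted curve at half-maximal effect; plate controls were DMSO wells for no effect and full inhibition by NEM control for full effect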
#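 Cell-free coupled assay: 10nM USP2 core preincubated 30min RT with compound in Tris-HCl pH 8.0/CaCl2/CHAPS buffer, then 25nM Ub-CHOP2 and 25nM reporter substrate; fluorescence (Ex 485/Em 531) read after 60min RT, normalized to NEM inhibition, concentration-response curves fitted.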
# uPA generation: inhibitors of cell surface uPA generation; AID 540303; cell surface uPA generation assay, qHTS; 330,000 tested, 0.31% active; Potency, µM (highest dose often 38.3 µM), for inactives: at the highest dose activity change, negative = inhibition, most hits filed as inhibitors; active = well fitted inhibition curve with a large enough effect; inconclusive = small, poorly fitted or top-dose-only effect; inactive = no such curve, though single readings can be large or run the other way; tested in mouse RAW 264.7 cells; also: potency is read from the fitted curve at half-maximal effect; % is scaled to controls: 0 for no effect and ±100 for the full control effect; nearly all actives have a fitted effect of over 55% in size
# BCR signal inh: chronic active BCR signaling inhibition | ABC-DLBCL IkBa-CBG/CBR reporter, luminescence ratio, 4 h | Potency, µM (highest dose often 46.1 µM), for inactives: at the top dose ratio change, negative = lower green/red ratio, usual class: inhibitors | 340,000 tested, 0.05% active | AID 493014; active = well fitted inhibition curve with a large enough effect in the signal ratio, with a control signal flat, not every such curve was filed as active; inconclusive = small, poorly fitted or top-dose-only effect, or effect the other way, or a change in a side signal; the % refers to the signal ratio;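 also: potency is read from the fitted curve at half-maximal effect; plate controls were basal doxycycline-induced cells for no effect and cells given 10 µM MG132 for full effect; MG132 reads +100%, hits lower the ratio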
#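 TMD8 human ABC-DLBCL cells with doxycycline-inducible IκBα–green luciferase fusion and unfused red luciferase, in 0.5% FBS medium; compounds up to 46 uM, 4 h at 37C. Green/red luminescence ratio, filter-overlap corrected, fitted to concentration-response curves.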
# Tb PFK inh: blocks T. brucei phosphofructokinase; O15648; T. brucei PFK, ADP-Glo luminescence; Potency, µM (highest dose often 57.5 µM), inactives show at the highest dose activity, negative = inhibition, actives largely listed as inhibitors; 330,000 tested, 0.17% active; AID 485367;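 also: potency is read from the fitted curve at half-maximal effect; 0% = uninhibited 1x PFK enzyme wells and -100% = no-enzyme wells; nearly all actives have a fitted effect of over 60% in size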
#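 1.25 nM PFK with 0.5 mM F6P and 0.1 mM ATP in 0.1 M TEA pH 8.0, 5 mM MgCl2, incubated 45 min at room temperature; ADP measured by ADP-Glo luminescence; compounds titrated up to 57 uM.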
# TSG101-PTAP inh: blocks PTAP/TSG101 interaction to inhibit HIV-1 budding; Fluorescence polarization, FITC-PTAP peptide / Tsg101 binding; Potency, µM (highest dose often 115 µM), for inactives: top-dose activity change, negative = inhibition, most hits filed as inhibitors; 340,000 tested, under 10 active; active = well fitted inhibition curve with a large enough effect in the main read-out, with a control signal flat, not every such curve was filed as active; inconclusive = small, poorly fitted or top-dose-only effect, or effect the other way, or a change in a side signal; inactive = no such curve, though single readings can be large or run the other way; also: potency is read from the fitted curve at half-maximal effect; % of control where 0% means no effect
# Target sequence (Q99816 whole entry, looked up): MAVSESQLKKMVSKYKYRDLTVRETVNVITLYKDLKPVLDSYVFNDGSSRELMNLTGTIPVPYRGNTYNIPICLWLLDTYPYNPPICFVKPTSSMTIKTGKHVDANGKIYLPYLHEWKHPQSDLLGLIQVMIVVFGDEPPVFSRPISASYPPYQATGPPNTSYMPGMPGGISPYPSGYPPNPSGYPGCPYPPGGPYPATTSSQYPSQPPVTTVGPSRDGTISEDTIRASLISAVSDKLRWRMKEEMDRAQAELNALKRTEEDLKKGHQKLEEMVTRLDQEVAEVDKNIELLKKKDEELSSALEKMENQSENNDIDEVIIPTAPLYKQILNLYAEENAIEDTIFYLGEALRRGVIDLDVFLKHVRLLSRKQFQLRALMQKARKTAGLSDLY
#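 Fluorescence anisotropy tracks displacement of a FITC-tagged PTAP peptide (50 nM) from the Tsg101 binding domain (10 uM), following a 20 min room-temperature incubation at pH 7.5.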
# TSHR antagonist: human thyrotropin receptor antagonism. TSHR-expressing cells, TSH-stimulated cAMP HTRF, 2 h; hits give low values. activity change, negative = inhibition, % at 11.5 µM. 330,000 tested, 0.2% active. AID 504810;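 active = activity change below a set negative limit, meaning inhibition stronger than a set level, cut at about -70% in these data; inconclusive = activity change between two set negative limits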; also: % is scaled to controls: 0 for no effect and ±100 for the full control effect
#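 Freshly harvested TSHR cells receive pin-tooled compound, then EC80 TSH at 4nM final. After 2 hours at 37 deg C, antibody in lysis buffer and cAMP-d2 are added; 30 minutes at ambient temperature precede the HTRF read.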
# TCR act: T cell receptor activation; primary human leukocytes, anti-CD3, IL-2 HTRF, 48 h; Potency, µM (series often up to 9.22 µM), for inactives: top-dose activation of IL-2 secretion, usual class: activators; 330,000 tested, under 10 active; also: % of control where 0% means no effect
#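 48 hr co-incubation of compounds, a-CD3 beads and primary human leukocytes; IL-2 quantified homogeneously by HTRF with anti-IL-2 K and d2 conjugates.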
# ELG1 DNA repair: inhibitors of ELG1-dependent DNA repair in HEK293T cells. HEK293T ELG1-luciferase reporter, luminescence, 16 h; DNA damage induced by 5-fluorouridine. Potency, µM (series often up to 46.1 µM), for inactives: at the top dose activity change, negative = inhibition, most hits filed as inhibitors. 330,000 tested, 2.3% active; also: potency is read from the fitted curve at half-maximal effect; % is scaled to controls: 0 for no effect and ±100 for the full control effect; nearly all actives have a fitted effect of over 55% in size
#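 Step one: seed 2,000 cells per well. Step two: pin-transfer compound or DMSO alongside 5-fluorouridine. Step three: incubate 16 hr, 37 °C, 5% CO2. Step four: add ONE-Glo, wait 30 min, read luminescence.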
# B2AR arrestin: recruits beta-arrestin to the human beta2-adrenergic receptor. 330,000 tested, 0.02% active. Potency, µM (titrated, usually from 46.1 µM), for inactives: at the highest dose activation, actives largely listed as activators. AID 492947. beta-arrestin recruitment to beta2AR, cell-based reporter;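 also: potency is read from the fitted curve at half-maximal effect; 0% = DMSO controls and full agonism = EC100 isoproterenol or metaproterenol; nearly all actives have a fitted effect of over 65% in size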
# Target sequence (P07550 whole entry, looked up): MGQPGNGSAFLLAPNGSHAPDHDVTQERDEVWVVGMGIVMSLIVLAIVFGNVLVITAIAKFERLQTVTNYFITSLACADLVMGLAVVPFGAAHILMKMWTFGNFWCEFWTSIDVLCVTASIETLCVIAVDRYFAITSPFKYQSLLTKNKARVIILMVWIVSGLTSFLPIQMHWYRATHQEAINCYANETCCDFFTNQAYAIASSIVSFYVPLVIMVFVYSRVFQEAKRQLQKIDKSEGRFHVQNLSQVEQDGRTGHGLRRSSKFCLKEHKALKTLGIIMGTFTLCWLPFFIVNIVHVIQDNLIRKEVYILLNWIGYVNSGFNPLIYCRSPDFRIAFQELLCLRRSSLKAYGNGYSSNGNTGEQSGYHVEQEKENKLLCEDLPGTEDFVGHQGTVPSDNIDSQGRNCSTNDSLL
# Numbers without * were called inactive; ? = inconclusive; · = no result given; [ ] = remark or other dose. Unless noted, calls follow the shape of the dose curve; as a rule, active = well fitted curve in the direction sought with a large enough effect; inconclusive = small, poorly fitted or top-dose-only effect, or another doubt; inactive = no such curve, though single readings can be large; an effect the other way counts as inactive or inconclusive.
SMILES,Eya2 inh,Mito fusion act,USP2a block,uPA generation,BCR signal inh,Tb PFK inh,TSG101-PTAP inh,TSHR antagonist,TCR act,ELG1 DNA repair,B2AR arrestin
Cc1cc(O)c(/C=N/c2ccccn2)c(=O)o1,8.4%,6.0%,4.5%,-0.2%,-4.5%,-7.3%,-2.0%,-3.8,1.1%,-1.9%,0.3%
c1ccc(-c2csc(Nc3cccnc3)n2)nc1,1.6%,0.1%,3.4%,·,-0.1%,-7.7%,-4.5%,-1.5,·,?,0.2%
CCOc1ccc(CCNC(=O)c2ccc(Cl)c(S(=O)(=O)N3CCOCC3)c2)cc1OCC,-10.9%,5.2%,-1.3%,-1.7%,1.6%,-5.4%,-2.8%,-27.3,-5.6%,16.4µM*,0.1%
CCN(CC)c1ncn(Cc2c(Cl)cccc2Cl)c2ncnc1-2,-7.9%,-4.3%,2.6%,-5.5%,1.4%,3.9%,-1.2%,-19.0,-23.5%,8.9%,-0.1%
CC1CCCN(S(=O)(=O)c2ccccc2[N+](=O)[O-])C1 (configuration not stated),1.2%,0.9%,-0.2%,-26.0%,-2.4%,-1.9%,0.0%,-2.5,-1.7%[46.1 µM],9.0%,-0.1%
Cc1ccc(C)c(NC(=O)CN(C)C(=O)c2cc(-c3cccs3)nn2-c2ccccc2)c1,7.2%,3.4%,-1.5%,0.6%,2.2%,0.8%,-1.0%,-16.4,0.8%,-18.3%,-0.5%
Cn1cc(CN2C[C@H]3CC[C@H]2C3)c(-c2ccccc2F)n1,-1.1%,-7.1%,3.9%,-28.2%,0.7%,0.0%,0.3%,-7.7,-3.1%,16.7%,0.0%
Cc1cc(Br)ccc1NC(=S)NC1CCCC1,6.5%,-10.1%,-0.9%,-1.7%,1.9%,-6.7%,-3.0%,3.2,11.9%,14.3%,-1.1%
Cc1cc2nncn2c(Cc2ccccc2)n1,-3.9%,1.5%,0.6%,5.3%,0.8%,3.7%,-0.3%,0.2,3.0%,-0.5%,-1.2%
CSCCC(NC(=O)c1ccccc1Cl)C(=O)Nc1ccncc1 (configuration not stated),-2.3%,1.6%,1.6%,-0.6%,3.6%,-0.1%,-4.9%,-0.9,·,-5.2%,-1.2%
O=C(O)c1cc(/C=N\O)ccc1OCc1ccccc1,-5.1%,-5.2%,0.2%,-0.4%,?,2.6%,-2.9%,5.1,0.5%,?,-0.3%
CC(C)(C)NC(=O)c1ccccc1NC(=O)C1CC(=O)N(C2CCCCC2)C1 (configuration not stated),18.9%,5.2%,1.9%,3.0%,-0.9%,0.7%,-5.5%,2.2,4.2%,-3.0%,-0.3%
CCOc1ccc(C2NC(=O)C(C#N)=C(S)N2c2ccc(OC)cc2)cc1OC (configuration not stated),10.9%,-0.3%,-0.4%,-3.1%,?,2.3%,-5.9%,18.1,8.3%,16.5%,3.3%
CSc1ccc(/C=c2\s/c(=C\C(=O)C(C)(C)C)n(CC(=O)NCCC3=CCCCC3)c2=O)cc1,3.0%,-2.4%,4.5%,21.4%,-9.2%,1.0%,-7.9%,-10.9,-4.7%[46.1 µM],-23.5%,-0.5%
C[C@@H](NC(=O)[C@@H]1Cc2ccccc2CN1)C(=O)NCC1CCCO1 (some centres not stated),-7.0%,4.8%,0.4%,12.4%,2.2%,0.1%,0.7%,-1.5,-1.9%,?,-0.3%
CCOc1ccc(-n2c(=O)c3sccc3n(CC(=O)NC3CCCCC3)c2=O)cc1,4.6%,15.6%,-1.6%,-3.2%,0.4%,-0.3%,-1.9%,30.5,0.7%,?,-1.0%
COc1ccc(CC2=C(O)c3ccccc3C(=O)C2=O)cc1,-7.3%,2.4%,1.8%,-0.4%,?,0.4%,-5.8%,5.8,3.1%,-6.5%,-1.1%
CCOC(=O)C1(CC2CCCCO2)CCN(S(=O)(=O)c2ccc(C)s2)CC1 (configuration not stated),-17.7%,16.4%,-2.2%,2.1%,-7.5%,-1.1%,-0.6%,-9.1,-3.3%,-15.5%,-0.2%
Nc1ccc(-c2nc3cc(N)ccc3o2)cc1,6.9%,-1.2%,-0.3%,?,-6.2%,1.0%,-11.3%,21.6,-4.4%,?,0.0%
CCc1nnc(NC(=O)c2cc([N+](=O)[O-])ccc2N2CCOCC2)s1,10.0%,3.1%,-0.8%,0.3%,-0.7%,-2.7%,-4.2%,3.6,-3.8%,14.0%,0.2%
O=C(O)COc1ccccc1C=NNc1ccc([N+](=O)[O-])cc1S(=O)(=O)Nc1ccc(Cl)cc1,-18.0%,·,-9.5%,-0.9%,?,19µM*,-4.9%,-15.5,-1.5%[46.1 µM],5.1%,0.0%
O=C(/C=C/c1ccc(Cl)cc1)N1CCN(c2c(Cl)cccc2[N+](=O)[O-])CC1,3.2%,?,-5.2%,1.8%,0.4%,-0.6%,-1.8%,-4.3,-4.6%[46.1 µM],?,-0.8%
O=S(=O)(c1cccc(Br)c1)N1CCN(CCc2ccccc2)CC1,-11.9%,5.6%,2.1%,2.8%,6.8%,0.2%,-0.5%,-48.0,0.6%,?,0.4%
Cc1cc(NC(=O)CSc2nc3c(c(=O)n2CCc2ccccc2)SC(C)C3)no1 (configuration not stated),-0.6%,-4.7%,0.4%,-0.7%,3.6%,3.1%,-5.1%,3.0,-6.1%[46.1 µM],-6.9%,0.0%
O=C(COC(=O)CCC(=O)c1cccs1)NCc1ccccc1,6.5%,-4.4%,-1.5%,-2.4%,0.9%,3.0%,0.6%,-0.1,6.0%,-6.3%,0.4%
# More results:
SMILES,Eya2 inh,Mito fusion act,USP2a block,uPA generation,BCR signal inh,Tb PFK inh,TSG101-PTAP inh,TSHR antagonist,TCR act,ELG1 DNA repair,B2AR arrestin
COc1ccc(C2=NN3C(C2)c2ccccc2OC3c2cccs2)cc1 (configuration not stated),9.9%,2.7%,-0.9%,-2.2%,?,2.5%,-0.7%,-2.6,·,?,0.1%
CCC(C)NC(=O)C1c2ccccc2C(=O)N1Cc1cc(OC)ccc1OC (configuration not stated),-26.3%,0.6%,-1.0%,·,0.6%,-2.7%,-2.6%,0.3,-1.6%,0.2%,-0.9%
CCOc1nc(-c2ccc(OC)cc2)ccc1-c1noc(-c2ccncc2)n1,4.8%,-2.6%,0.4%,·,3.7%,0.0%,-6.9%,-1.7,-0.3%,14.5%,0.2%
COc1cc(/C=N/N=C2/NC(=O)C(Cc3ccccc3)S2)ccc1O (configuration not stated),4.6%,26.1%,4.0%,-7.2%,?,0.8%,-1.2%,8.5,-5.1%,?,0.5%
CCC(C(=O)Nc1cccnc1)n1c(=O)[nH]c2ccccc2c1=O (configuration not stated),-10.6%,5.7%,1.1%,3.5%,4.9%,0.2%,-3.7%,0.4,8.6%,10.7%,0.1%
COc1cnc(-c2ccccc2)nc1Oc1ccc(Cl)cc1C,14.1%,-0.4%,1.6%,3.1%,0.3%,1.1%,-3.4%,13.5,5.1%,-3.1%,0.0%
COc1ccc(NC(=O)Cc2cccc3ccccc23)cc1,3.3%,-3.9%,1.6%,21.0%,-3.9%,-1.6%,-2.0%,22.1,0.9%,-4.8%,0.1%
CCCc1nc2sc(C(=O)OCC)c(N)c2c2c1COC(C)(C)C2,7.3%,-1.1%,5.7%,4.5%,?,0.7%,-1.7%,12.5,2.2%,3.8%,0.0%
CCc1ccccc1NC(=O)c1cc(-c2cccc(O)c2)on1,-12.4%,7.9%,-8.8%,0.8%,?,5.7%,-2.2%,2.7,6.0%,?,0.1%
Cc1ccc(NC(=O)CSC(C)C(=O)OC(C)C(=O)NC2CCCCC2C)cc1 (configuration not stated),-23.3%,-2.8%,-1.4%,-11.7%,-3.2%,-2.9%,-6.9%,2.2,·,20.1%,0.0%
O=C(Nc1nccs1)c1cn(-c2ccccc2)nc1-c1ccncc1,1.8%,3.9%,0.7%,7.0%,0.0%,0.9%,-2.1%,-11.4,-14.7%,?,-0.4%
O=C1CS/C(=N/N=C/c2cccs2)N1,-9.6%,-12.1%,3.5%,2.3%,?,1.0%,-0.4%,15.4,-4.9%,?,4.1%
CCN1CCc2c(sc(NC(=O)c3ccc(S(=O)(=O)N(CC)c4ccccc4)cc3)c2C(N)=O)C1,-6.9%,-0.8%,2.1%,-4.4%,-1.3%,1.8%,?,26.3,·,8.3%,0.2%

# No enrichment for hits; 3% or so of the library scored in one or more.
